Screening data (PubChem)
HTR2A ag: mouse Htr2a agonists via beta-arrestin recruitment, primary screen, cell-based, luminescence. 5-hydroxytryptamine receptor 2A (Mus musculus), P35363. CHO-K1 mHTR2A beta-arrestin complementation; percent of 30 µM serotonin response. activation, % at 7.6 µM. 360,000 tested, 0.66% active;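 active = activation above a run cutoff, the mean activation of all tested compounds plus 3 SD, cut at about 14% in these data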;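 also: 0% = plate median of compound wells and 100% = 30 µM serotonin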
Target sequence (P35363 whole entry, looked up): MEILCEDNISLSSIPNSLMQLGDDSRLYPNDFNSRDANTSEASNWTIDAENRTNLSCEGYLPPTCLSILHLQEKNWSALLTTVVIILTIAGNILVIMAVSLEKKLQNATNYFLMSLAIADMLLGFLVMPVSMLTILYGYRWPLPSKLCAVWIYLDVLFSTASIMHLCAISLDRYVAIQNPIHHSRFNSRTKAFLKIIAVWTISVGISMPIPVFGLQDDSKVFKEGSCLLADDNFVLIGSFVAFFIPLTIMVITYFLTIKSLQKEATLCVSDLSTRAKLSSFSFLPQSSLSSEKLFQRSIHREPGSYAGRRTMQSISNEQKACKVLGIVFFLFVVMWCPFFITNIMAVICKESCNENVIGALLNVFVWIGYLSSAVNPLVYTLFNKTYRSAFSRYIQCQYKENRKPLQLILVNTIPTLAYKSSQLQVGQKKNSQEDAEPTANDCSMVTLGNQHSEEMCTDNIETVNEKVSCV
PDI turbidity: inhibitors of human PDI, primary screen, biochemical, turbidity, single point, plate reader | PDI insulin aggregation turbidity, A650, 90 min | inhibition, % at 10 µM | Protein disulfide-isomerase (Homo sapiens), P07237 | 350,000 tested, 0.052% active | AID 588391, 2011;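 active = mean inhibition across replicates of 30% or more, whatever share of single replicates reach that level; inconclusive = mean inhibition below 30% while every single replicate reaches 30%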;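 also: absorbance from insulin aggregation driven by PDI reduction with DTT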
Target sequence (P07237 whole entry, looked up): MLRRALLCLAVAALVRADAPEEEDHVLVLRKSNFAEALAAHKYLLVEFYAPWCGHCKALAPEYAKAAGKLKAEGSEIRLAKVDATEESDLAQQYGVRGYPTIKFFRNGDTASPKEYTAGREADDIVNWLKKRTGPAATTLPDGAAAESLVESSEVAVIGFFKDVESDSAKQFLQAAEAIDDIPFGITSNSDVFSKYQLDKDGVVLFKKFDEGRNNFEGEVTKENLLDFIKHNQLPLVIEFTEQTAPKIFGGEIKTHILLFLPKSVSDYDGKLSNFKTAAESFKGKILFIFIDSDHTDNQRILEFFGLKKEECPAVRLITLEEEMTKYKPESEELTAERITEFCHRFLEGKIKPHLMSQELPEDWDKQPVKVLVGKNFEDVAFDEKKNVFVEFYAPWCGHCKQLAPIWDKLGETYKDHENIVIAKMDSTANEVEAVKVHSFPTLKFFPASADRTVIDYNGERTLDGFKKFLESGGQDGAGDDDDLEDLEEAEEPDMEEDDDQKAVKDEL
H9c2 protect: cardioprotection against H2O2-induced cell death, primary screen, uHTS, H9c2 cells, ATPLite luminescence; AID 588492, 2011; protection from H2O2 cell death, % at 20 µM; 360,000 tested, 0.63% active; H9c2 cardiomyocytes, H2O2 injury protection, 2 h;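 active = compounds giving at least 50% protection of heart cells from peroxide-induced death in the single-dose screen, raw or plate-pattern-corrected value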;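 also: 0% = DMSO wells with peroxide and 100% = DMSO wells without peroxide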
aDG glyco up: activators of alpha-DG glycosylation, primary screen, uHTS, Pro5-aDG cells, AlphaScreen | 360,000 tested, 0.22% active | activation, % at 10 µM | alpha-DG glycosylation AlphaScreen (IIH6); 0% Pro5, 100% B10-LARGE cell signal;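 active = activation of at least 8% versus controls, or a plate z-score of at least 8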;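 also: Pro5 are CHO cells carrying HIG-tagged alpha-DG that lacks glycosylation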
Vif imaging: HIV Vif self-association inhibitors, primary screen, imaging, HEK293T, single point; HEK293T cells, Vif self-association by quenched fluorescence, 24 h; inhibition, % at 7.49 µM; 340,000 tested, 0.35% active; AID 602346, 2012; in the data active = inhibition above about 50%, passing the limit was not always enough; inconclusive = no clear call, values can overlap the other calls; inactive = below about 31%; also: some results filed as inactive read as strong as hits
N-glyco inh: increase of ERlucT glycosylation luciferase signal, primary screen, N-linked glycosylation inhibitor project, D54 ERlucT cells, luminescence, set 2; D54 ERlucT glycosylation luciferase reporter, 24 h; percent of 100 nM tunicamycin response; reporter increase, % at 12.5 µM; 360,000 tested, 0.23% active; AID 588692, 2011;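 active = mean luciferase reporter signal, scaled so untreated is 0 and the glycosylation-blocking control 100, at or above a set limit in every replicate; inconclusive = mean reaches the limit but not every replicate does; inactive = mean below the limit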;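 also: luciferase carries N-glycosylation sites so blocking glycosylation raises the light; 0% = median of neutral control wells and 100% = median of 100 nM tunicamycin wells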
Granule exo inh: LAMP-1 surface exposure blockers, TALL-104 cells – cell-based, flow cytometry, MLPCN library, primary screen | TALL-104 LAMP-1 surface exposure; cells stimulated with thapsigargin and PMA | 360,000 tested, 0.66% active | AID 651702, 2012 | inhibition, % at 10 µM;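 active = inhibition above about 55%, limit read from the data; inconclusive = no clear call, values can overlap the other calls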
hiPSC survival: enhancers of single-cell hiPSC survival, primary screen, ATPlite luminescence; 100% = ROCK inhibitor wells, 0% = DMSO; survival enhancement, % at 20 µM; 360,000 tested, 0.044% active; in the data active = survival enhancement above about 18%;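 also: cells exposed to compounds for 16 hours before the ATP read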
CaV13 FRET inh: Disruptors of the CACNA1D IQ motif to Ca2+-dependent inactivation inhibitor domain association, primary screening, Förster resonance energy transfer in intact living … | inhibition, % at 12.3 µM | HEK cells, CFP/YFP FRET ICDI-IQ, plate reader, 10 min; percent FRET-ratio fall versus neutral wells | 340,000 tested, 0.098% active;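 active = mean replicate inhibition of at least 30% and at least 1% of replicates passing that level; inconclusive = only one of the two criteria is met; inactive = neither criterion is met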;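 also: 0% = median of the neutral control wells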
ABCB6 inh 2: ABCB6 transporter inhibitors, primary screen, K562-ABCB6 cells, flow cytometry, MLPCN library | ATP-binding cassette sub-family B member 6 (Homo sapiens), Q9NP58 | K562-ABCB6 porphyrin accumulation, 1 h; hits give low values | fluorescence ratio to DMSO, % at 10 µM | 360,000 tested, 0.19% active;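 active = fluorescence ratio to DMSO below 75%, the collection mean minus 3 SD; inconclusive = too few cells collected in the well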;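 also: signal is porphyrin accumulated inside mitochondria; 100% equals median channel fluorescence of DMSO control wells; lower ratio means ABCB6 inhibition with less porphyrin fluorescence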
An asterisk follows results filed as active; ? = inconclusive; nt = not tested or not shown.

SMILES | HTR2A ag | PDI turbidity | H9c2 protect | aDG glyco up | Vif imaging | N-glyco inh | Granule exo inh | hiPSC survival | CaV13 FRET inh | ABCB6 inh 2
COc1ccc2cc(CCN3C(=O)c4ccccc4C3=O)c(=O)[nH]c2c1 | -2 | 1 | 4 | -0.3 | 23 | 2 | -4 | -0.9 | -6 | 95
Cc1ccc(NC(=O)/C=C/c2ccc([N+](=O)[O-])s2)cc1 | -1 | -3 | 0 | 0.1 | -2 | 6 | 2 | -2.7 | -4 | 96
COc1cc2c(cc1OC)C(c1cccs1)N(C(=O)c1ccncc1)CC2 (stereo unspecified) | 0 | 0 | -1 | 0.1 | -2 | ? | -1 | 0.8 | -15 | 106
NC(=O)C(C(=O)/C=C/c1ccc(Cl)cc1)=C1SCCS1 | -2 | -3 | 3 | 0.4 | -13 | -12 | 4 | -1.0 | -15 | 102
COCCNC(=O)c1ccccc1-c1nc(-c2ccccc2Cl)no1 | -2 | -8 | -8 | 0.0 | 3 | 3 | 3 | -1.7 | 0 | 96
S=C1NCN(Cc2cccnc2)CN1Cc1ccccc1 | 0 | 6 | -2 | -0.2 | -1 | 0 | 6 | 0.0 | -20 | 94
O=C(NNC(=O)c1ccc[nH]1)Nc1cccc(C(F)(F)F)c1 | 1 | -2 | 4 | 0.0 | -3 | 1 | -5 | -0.5 | -3 | 93
CCS(=O)(=O)N1CCN(CC(=O)NC2CCCCC2)CC1 | 4 | 0 | -2 | -0.3 | -1 | -1 | -2 | 0.2 | -5 | 101
Cn1c(N)c(S(=O)(=O)N2CCN(c3ccccc3)CC2)c(=O)n(C)c1=O | -2 | -9 | 7 | -0.4 | -4 | 0 | -2 | 0.0 | -3 | 100
CCc1ccc(NC(=O)CCc2c(C)nn(-c3ccc(N4CCOCC4)nn3)c2C)cc1 | 5 | -10 | -4 | -0.1 | -1 | -6 | -1 | -0.6 | -5 | 104
CC(=O)N(C(C)=O)c1cccc2c(N(C(C)=O)C(C)=O)cccc12 | 7 | -2 | 0 | 0.1 | 2 | 0 | -3 | -1.0 | -3 | 102
CC(C)CN(C(=O)CN1CCN(S(=O)(=O)c2ccccc2)CC1)c1c(N)n(CC(C)C)c(=O)[nH]c1=O | 3 | 8 | 3 | 0.4 | -1 | -1 | 3 | 0.2 | -2 | 98
COc1ccccc1S(=O)(=O)Cc1ccc(C(=O)NCc2cccs2)o1 | 4 | -2 | -1 | -0.1 | 0 | -1 | 0 | -0.9 | -4 | 90
Cc1ccc(-c2ccc(CN3C(C(C)C)C(=O)N(Cc4cn(CC5CCCCC5)nn4)CCS3(=O)=O)cc2)cc1 (stereo unspecified) | -2 | -1 | -5 | 0.0 | -2 | -6 | 12 | 0.7 | -8 | 97
COc1ccc(C2SCCN2S(=O)(=O)c2ccc(F)cc2)cc1OC (stereo unspecified) | -1 | -3 | 3 | 0.0 | -7 | 0 | 3 | 3.0 | nt | 100
Cc1cccc(C)c1N1CCN(c2ccc3nnc(C(F)(F)F)n3n2)CC1 | -1 | -1 | 5 | 0.1 | nt | 4 | -3 | 0.3 | -1 | 94
Cc1ccc(NC(=O)Nc2ncnc3nc[nH]c23)cc1 | -4 | -33 | -4 | 0.1 | -9 | -2 | -2 | 0.6 | -7 | 93
Cc1nn(-c2ccccc2)c(C)c1NC(=O)COc1ccc(Cl)cc1Cl | 0 | 1 | -7 | 0.2 | -16 | -2 | 5 | 0.0 | -6 | 93
Cc1cc(OCCOc2cccc3cccnc23)c(C)cc1Cl | 1 | -3 | -10 | 0.2 | 17 | 1 | -10 | -2.6 | -5 | 90
N#CC1=C2CCCCC2(O)NC1=O (stereo unspecified) | 4 | -6 | -1 | 0.0 | -2 | 0 | 3 | -3.5 | -6 | 99
O=C(NC1CCCCCCC1)c1ccc2c(c1)OCO2 | 1 | -2 | -22 | 0.0 | nt | -11 | -4 | -1.7 | nt | 102
CN1CCN(P(=O)(c2ccccc2)c2nc3ccccc3s2)CC1 (stereo unspecified) | -5 | 9 | 3 | 0.0 | -1 | 0 | -2 | -0.2 | -8 | 108
O=C1CC(c2ccccc2)C(=O)N2C(=O)CC(c3ccccc3)C(=O)N12 (stereo unspecified) | 5 | 16 | 2 | 0.0 | 2 | 0 | 4 | 2.0 | -9 | 100
COc1ccc(OCCC(=O)OCc2c(C)noc2C)cc1 | -2 | -5 | 1 | -0.1 | 15 | 1 | -1 | 1.2 | -4 | 99
CCC1Oc2ccccc2N(CC(=O)NCCCN2CCCCC2CC)C1=O (stereo unspecified) | 10 | -15 | -6 | 0.0 | 10 | -1 | -2 | -1.7 | -8 | 102
CN(C(=O)C(C)(C)C)c1ccc(OCC(=O)N2CCc3ccccc3C2)cc1 | -4 | -3 | -10 | 1.4 | -7 | -2 | -7 | -0.1 | -4 | 82
CN(C)c1ccnc(Oc2ccc(F)cc2)c1C#N | -7 | 0 | 4 | -0.2 | 0 | -1 | 2 | 1.8 | -7 | 97
CN(C)CCNC(=O)C(=O)NCC(c1ccc2c(c1)OCO2)N1CCN(c2ccc(F)cc2)CC1 (stereo unspecified) | -11 | 5 | 5 | 0.0 | -3 | -1 | 0 | -0.4 | -4 | 95
O=C(CCCc1nc(-c2ccccc2)no1)NC1CCCC1 | 4 | 5 | 1 | 0.1 | 9 | -1 | -5 | -0.6 | -7 | 97
CC(C)Cc1ccc(S(=O)(=O)Nc2ccc3[nH]c(=O)[nH]c3c2)cc1 | 1 | 2 | -10 | 0.1 | -4 | -1 | 2 | -0.7 | -2 | 101
COC(=O)[C@]12CCCCC=C1N(Cc1ccc3c(c1)OCO3)C(=O)[C@H](CC(=O)NCCC(C)C)C2 | -3 | nt | nt | -0.1 | nt | nt | -13 | nt | -12 | nt
O=C(O)c1ccccc1NC(c1ccccc1)c1ccc2cccnc2c1O (stereo unspecified) | -17 | 14 | 59* | 0.2 | 3 | 6 | 4 | -0.7 | -8 | 95
COc1ccccc1CN1C2CCCC1CC(NC(=O)/C=C/c1ccccc1)C2 (stereo unspecified) | -4 | -3 | 6 | 0.7 | -3 | -1 | -1 | -1.1 | -2 | 99
CCOC(=O)c1ccc(NC(=O)Cn2cnc(S(=O)(=O)N3CCCC3)c2)cc1 | 1 | 6 | 2 | -0.1 | -9 | 1 | 5 | -0.5 | nt | 97
COc1ccc(N(CC2CO2)S(=O)(=O)c2ccccc2)cc1 (stereo unspecified) | -1 | -12 | 0 | 0.2 | -13 | 1 | -1 | -2.8 | 13 | 96
CCOc1ncccc1C(=O)Nc1ncc(C)s1 | -1 | 0 | 1 | 1.0 | -5 | 4 | 9 | -0.8 | 1 | 91
Cc1cc(-c2nnn(CCCOC(C)(C)C)c2C)ccc1-c1cn(CCCOC(C)(C)C)nn1 | 0 | -12 | -18 | 0.1 | -2 | -4 | -2 | -1.6 | -10 | 100
Cc1ccc(OCc2cc(C(=O)N3CCN(C)C[C@@H]3c3ccccc3)no2)cc1C | 7 | -5 | -4 | 0.1 | -15 | -3 | -3 | -0.3 | -5 | 102
CCCCCCSc1ccc(-c2nc3cnccn3c2NC2CCCCC2)cc1 | -4 | nt | nt | 0.2 | nt | nt | -7 | -2.0 | -11 | 130
CCCOc1ccc(CC(CC(=O)O)(C(=O)O)C(=O)O)cc1 | 5 | 1 | 7 | -0.1 | 5 | -1 | 0 | -0.2 | -5 | 104
O=S(=O)(N/N=C/c1ccc(OC2CSC2)cc1)c1ccccc1 | 2 | -15 | 0 | -0.4 | -1 | 1 | 0 | -1.6 | -3 | 99
CCOc1ccccc1N=CC1=C(O)CC(c2ccccc2)CC1=O (stereo unspecified) | -2 | -6 | -4 | 0.2 | -5 | 5 | 5 | -0.2 | 9 | 107
CC(=O)c1ccc(S(=O)(=O)N2CCNC(=O)C2)cc1 | 2 | -3 | -4 | -0.1 | 4 | -1 | 0 | -2.7 | -2 | 100
O=C(Cc1c(Cl)cccc1Cl)NCCc1ccc(Cl)cc1 | 0 | -1 | 1 | 0.0 | -7 | -3 | 2 | -1.1 | -8 | 100
Cc1ccc(CCN2C(=O)CCC2(C)C(=O)NCc2cccnc2)cc1 (stereo unspecified) | 0 | 5 | 3 | -0.3 | 2 | 1 | 2 | 4.9 | -3 | 104
Cc1ccccc1CN(C)C(=O)COC(=O)CSc1ccc([N+](=O)[O-])cc1 | -8 | 2 | -1 | -0.1 | 7 | 3 | -5 | 1.4 | -5 | 102
CCOc1ccc(C(=O)NC2CC3CCCC(C2)N3CC(C)C)cc1 (stereo unspecified) | -4 | -11 | 7 | 0.3 | 2 | -1 | -3 | -0.9 | -5 | 97
CCOC(=O)C1CCN(CC(=O)NC(=O)NC2CCCCC2)CC1 | 7 | 5 | 4 | -0.1 | -1 | 1 | -5 | -0.4 | -2 | 94

Of the compounds above, these contain a cyano group:
SMILES | HTR2A ag | PDI turbidity | H9c2 protect | aDG glyco up | Vif imaging | N-glyco inh | Granule exo inh | hiPSC survival | CaV13 FRET inh | ABCB6 inh 2
N#CC1=C2CCCCC2(O)NC1=O (stereo unspecified) | 4 | -6 | -1 | 0.0 | -2 | 0 | 3 | -3.5 | -6 | 99
CN(C)c1ccnc(Oc2ccc(F)cc2)c1C#N | -7 | 0 | 4 | -0.2 | 0 | -1 | 2 | 1.8 | -7 | 97

New compounds follow
SMILES | HTR2A ag | PDI turbidity | H9c2 protect | aDG glyco up | Vif imaging | N-glyco inh | Granule exo inh | hiPSC survival | CaV13 FRET inh | ABCB6 inh 2
O=C(C1=C(O)C(=O)N(Cc2cccnc2)C1c1ccccn1)c1cccs1 (stereo unspecified) | 3 | 0 | -2 | 0.0 | -4 | -1 | -1 | 3.7 | 16 | 102
COc1ccccc1NC(=O)c1c(N=Cc2c(O)ccc3ccccc23)cnn1C | -5 | -15 | 16 | 0.0 | 0 | 22 | 4 | 0.7 | -5 | 93
Cc1cnc(CN2CCCC(C(=O)c3ccc4c5c(cccc35)CC4)C2)[nH]1 (stereo unspecified) | -1 | 5 | 5 | -0.2 | -2 | -6 | 0 | -3.5 | -7 | 93
C=CCOc1ccc(C(=O)c2ccccc2)c(OCC(=O)NC2(C#N)CCCC2)c1 | -1 | -8 | 0 | 0.0 | 5 | -5 | 61* | -0.7 | -2 | 93
COc1ccc(C)cc1NC(=O)C1CC(=O)OC12CCCCC2 (stereo unspecified) | 1 | -7 | 3 | -0.1 | 7 | 0 | 1 | 1.1 | -6 | 106
